Assay outcomes deposited in PubChem by Sanford-Burnham Center for Chemical Genomics.
tim10-1 inh: growth inhibitors of tim10-1 mutant yeast. S. cerevisiae tim10-1 ts strain growth, BacTiter-Glo, 24 h. 330,000 compounds, 2.2% hits. AID 463190. inhibition, % at 20 µM;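 active = inhibition of at least 40%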;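 also: mutant grown at 25 °C; 0% = DMSO wells with yeast and 100% = wells holding no yeast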
CHOP UPR activ: apoptotic UPR (CHOP) activation. CHO-CHOP luciferase reporter, luminescence; percent of tunicamycin response over DMSO baseline. activation, % at 10 µM. 330,000 compounds, 0.34% hits;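 active = at 10 µM dose, activation of 40% or more, normalized to positive control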;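 also: 100% = tunicamycin at 10 µg/mL and 0% = DMSO alone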
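Assay system: CHO-CHOP cells, stable luciferase reporter of PERK-eIF2a-CHOP signalling / Buffer or medium: F12 plus 10% serum / Compound dosing: one dose, 10 µM in 0.5% DMSO / Times: 6 h compound treatment, 37 °C / Technique: luciferase luminescence / Read-out: % reporter activation, DMSO baseline versus tunicamycin full activation / Benchmarks: tunicamycin and DMSO controls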
TIM10 inh: growth inhibitors of TIM10 yeast strain; inhibition, % at 10 µM; S. cerevisiae TIM10 strain growth, BacTiter-Glo luminescence, 24 h; 330,000 compounds, 1.4% hits; AID 463195;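 active = inhibition of 40% or more at the single tested concentration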;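 also: wild-type TIM10 isogenic control strain grown at permissive 25 °C; 0% = DMSO yeast wells and 100% = minimal medium wells without yeast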
APJ agonist: activates the human apelin receptor APJ; 330,000 compounds, 0.11% hits; AID 2520; activation, % at 20 µM; P35414; CHO-K1 APJ PathHunter beta-arrestin, luminescence; 0% DMSO wells, 100% apelin;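 active = activation more than six SD over the plate average, tested at 20 µM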;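 also: 0% = DMSO alone and 100% = apelin-13 at 10 nM; some results filed as inactive read as strong as hits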
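Incubation: overnight seeding, 90 min compound at 25 °C, 1 h detection; test system: PathHunter CHO-K1 APJ (AGTRL-1) beta-arrestin reporter cells; amount: 1000 cells/well; doses: one dose, 20 µM compound, 1% DMSO; measured by: beta-gal luminescence; measure: agonist-driven arrestin binding to APJ; benchmarks: negative DMSO alone, positive Apelin-13 at 10 nM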
tim23-1 inh: growth inhibitors of tim23-1 mutant yeast; S. cerevisiae tim23-1 growth, BacTiter-Glo luminescence, 24 h; inhibition, % at 20 µM; 330,000 compounds, 1.3% hits;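 active = growth inhibition of the mutant yeast at or above 50%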;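 also: temperature-sensitive mutant grown at 25 °C; plate controls were DMSO-treated mutant yeast for no effect and medium wells lacking yeast for full effect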
NLRP3 yeast inh: NALP3 inhibition in yeast; 330,000 compounds, 0.39% hits; AID 2825; Yeast reconstituted NLRP3/ASC/caspase-1, beta-gal luminescence, 24 h; inhibition, % at 10 µM;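 active = inhibition of 50% or more; inactive = inhibition below 50%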;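 also: plate controls were induced DMSO wells for no effect and uninduced yeast grown without galactose for full effect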
UPR XBP1 act: adaptive UPR (XBP1) activation; CHO-XBP1 luciferase reporter, IRE1-XBP1 UPR activation, luminescence; percent of tunicamycin response, DMSO as zero; activation, % at 20 µM; 330,000 compounds, 0.33% hits;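 active = versus positive control, 20 µM dose yields 30% or more activation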;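 also: 100% = tunicamycin at 10 µg/mL and 0% = DMSO only wells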
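Assay system: CHO-XBP1 luciferase reporter cells; Schedule: 6 h treatment, 37 °C; Detection: glow luminescence from Steady-Glo reagent; Benchmarks: high control tunicamycin 10 µg/mL final, low control DMSO vehicle only.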
Mdm2-MdmX inh: disrupts the human Mdm2-MdmX interaction; SaOS-2 split-luciferase Mdm2/MdmX complementation, luminescence; O15151+Q00987; inhibition, % at 8 µM; 330,000 compounds, 3% hits; AID 485346;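 active = inhibition of at least 50% at 8 µM in the primary screen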
Target sequence (O15151 whole entry, looked up): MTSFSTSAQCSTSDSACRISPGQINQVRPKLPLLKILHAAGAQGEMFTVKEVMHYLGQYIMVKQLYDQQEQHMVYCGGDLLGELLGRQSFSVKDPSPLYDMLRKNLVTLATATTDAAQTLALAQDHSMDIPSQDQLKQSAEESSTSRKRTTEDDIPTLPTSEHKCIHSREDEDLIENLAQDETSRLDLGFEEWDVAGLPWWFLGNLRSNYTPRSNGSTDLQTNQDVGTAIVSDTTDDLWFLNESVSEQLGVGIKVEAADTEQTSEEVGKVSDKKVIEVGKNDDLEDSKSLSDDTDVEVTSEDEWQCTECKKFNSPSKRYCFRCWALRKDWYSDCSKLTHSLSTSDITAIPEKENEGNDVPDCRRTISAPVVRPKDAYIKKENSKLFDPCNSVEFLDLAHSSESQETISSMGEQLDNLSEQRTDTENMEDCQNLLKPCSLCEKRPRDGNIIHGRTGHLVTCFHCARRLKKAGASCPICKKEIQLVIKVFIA
Target sequence (Q00987 whole entry, looked up): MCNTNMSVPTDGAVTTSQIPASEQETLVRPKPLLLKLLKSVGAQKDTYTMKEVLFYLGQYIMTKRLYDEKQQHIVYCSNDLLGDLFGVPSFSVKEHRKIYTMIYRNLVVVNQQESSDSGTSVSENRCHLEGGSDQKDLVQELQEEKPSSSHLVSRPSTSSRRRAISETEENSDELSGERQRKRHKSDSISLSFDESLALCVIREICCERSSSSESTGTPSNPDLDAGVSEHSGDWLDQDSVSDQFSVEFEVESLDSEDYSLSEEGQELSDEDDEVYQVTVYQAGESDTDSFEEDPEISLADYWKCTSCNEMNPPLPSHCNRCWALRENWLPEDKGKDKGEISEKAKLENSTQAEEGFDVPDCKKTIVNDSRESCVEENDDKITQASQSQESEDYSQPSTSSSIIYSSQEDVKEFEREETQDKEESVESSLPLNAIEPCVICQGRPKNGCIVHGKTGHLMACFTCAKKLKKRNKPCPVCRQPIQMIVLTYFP
GRIN3A LBD mod: modulators (binders) of human NR3A ligand-binding domain | Tm shift relative to glycine control, % at 25 µM | 340,000 compounds, 2.5% hits | NR3A LBD differential scanning fluorimetry, Tm shift; 0% = protein alone, 100% = glycine-bound protein;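 active = melting temperature shift of at least 10% of the positive control shift, at one fixed dose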
Active calls of the source: *.

How did O=C(CCc1nnc(CCc2ccccc2)o1)N1CCCCC1CCn1cccn1 (centres undefined) do in these assays?
tim10-1 inh: 33.5; CHOP UPR activ: -0.3; TIM10 inh: 17.3; APJ agonist: -1.2; tim23-1 inh: 15.3; NLRP3 yeast inh: 9.9; UPR XBP1 act: 3.5; Mdm2-MdmX inh: 0.7; GRIN3A LBD mod: -2.6

How did CCOCc1nnc(NC(=O)CSc2ccc(C)cc2)s1 do in these assays?
tim10-1 inh: 22.2; CHOP UPR activ: 0.7; TIM10 inh: 15.3; APJ agonist: -1.2; tim23-1 inh: 10.6; NLRP3 yeast inh: 4.2; UPR XBP1 act: -0.6; Mdm2-MdmX inh: -6.7; GRIN3A LBD mod: 2.6

What do the screens show for `CCOc1cc(C(=S)N2CCOCC2)cc(Br)c1OS(=O)(=O)c1ccccc1`?
tim10-1 inh: 16.9; CHOP UPR activ: -2.6; TIM10 inh: -3.0; APJ agonist: 1.3; tim23-1 inh: 25.5; NLRP3 yeast inh: 6.3; UPR XBP1 act: -2.4; Mdm2-MdmX inh: 20.8; GRIN3A LBD mod: -1.4

How did Cc1ccc(C(=O)Nc2nncs2)cc1S(=O)(=O)N1CCOCC1 do in these assays?
tim10-1 inh: 6.5; CHOP UPR activ: -1.8; TIM10 inh: -1.5; APJ agonist: 3.1; tim23-1 inh: 1.7; NLRP3 yeast inh: 3.9; UPR XBP1 act: 0.2; Mdm2-MdmX inh: 14.5; GRIN3A LBD mod: -1.7

Results for Cc1ccc(N2CC(C(=O)Nc3nc4ccc(S(C)(=O)=O)cc4s3)CC2=O)cc1C (centres undefined) ?
tim10-1 inh: -5.0; CHOP UPR activ: 0.0; TIM10 inh: 8.0; APJ agonist: -1.6; tim23-1 inh: -0.1; NLRP3 yeast inh: 17.8; UPR XBP1 act: 4.5; Mdm2-MdmX inh: -7.0; GRIN3A LBD mod: -11.0

Results for CC(=O)c1c(C)nn(-c2ccccc2)c1C ?
tim10-1 inh: 16.1; CHOP UPR activ: 2.4; TIM10 inh: 10.3; APJ agonist: -3.4; tim23-1 inh: 0.1; NLRP3 yeast inh: 22.0; UPR XBP1 act: -3.0; Mdm2-MdmX inh: 5.9; GRIN3A LBD mod: 2.2

What do the screens show for `CCCCC(NC(C)=O)c1nc2ccccc2n1CCCC` (centres undefined)?
tim10-1 inh: 19.4; CHOP UPR activ: 0.0; TIM10 inh: 22.1; APJ agonist: -3.2; tim23-1 inh: 13.5; NLRP3 yeast inh: 0.8; UPR XBP1 act: -1.5; Mdm2-MdmX inh: 1.4; GRIN3A LBD mod: 2.8

Results for COc1ccccc1NS(=O)(=O)c1ccc(O)c(C(=O)OCC(=O)Nc2ccccc2F)c1 ?
tim10-1 inh: 14.3; CHOP UPR activ: -1.4; TIM10 inh: 11.2; APJ agonist: -3.0; tim23-1 inh: 16.6; NLRP3 yeast inh: 11.0; UPR XBP1 act: 1.5; Mdm2-MdmX inh: -7.4; GRIN3A LBD mod: -9.6

What do the screens show for `COc1cc(OC)c(OC)cc1/C=C1/C(=O)N=C(N)N1C`?
tim10-1 inh: 5.0; CHOP UPR activ: 0.3; TIM10 inh: 8.8; APJ agonist: -1.0; tim23-1 inh: 11.8; NLRP3 yeast inh: 21.6; UPR XBP1 act: -4.7; Mdm2-MdmX inh: -9.0; GRIN3A LBD mod: -0.9

What do the screens show for `COc1cc(C(=O)NC(=S)Nc2ccc(Cl)cn2)cc(OC)c1OC`?
tim10-1 inh: 41.7*; CHOP UPR activ: 1.9; TIM10 inh: 12.0; APJ agonist: -11.0; tim23-1 inh: -5.0; NLRP3 yeast inh: 24.6; UPR XBP1 act: 1.4; Mdm2-MdmX inh: 12.8; GRIN3A LBD mod: -3.8

How did COc1ccc(-c2nnc(SCc3nnc(-c4ccccc4)o3)n2C)cc1OC do in these assays?
tim10-1 inh: 16.0; CHOP UPR activ: 1.8; TIM10 inh: -3.6; APJ agonist: 6.4; tim23-1 inh: 15.2; NLRP3 yeast inh: 16.1; UPR XBP1 act: -2.1; Mdm2-MdmX inh: -35.8; GRIN3A LBD mod: 1.1

What do the screens show for `COC(=O)c1ccc(Cn2cc(Cl)cn2)o1`?
tim10-1 inh: -8.3; CHOP UPR activ: -1.0; TIM10 inh: -2.7; APJ agonist: -3.7; tim23-1 inh: -5.1; NLRP3 yeast inh: 11.1; UPR XBP1 act: 4.3; Mdm2-MdmX inh: 22.2; GRIN3A LBD mod: 1.1

What do the screens show for `CS(=O)(=O)N1CCN(c2ccccc2NC(=O)c2ccc(-c3ccc(Br)cc3)o2)CC1`?
tim10-1 inh: 26.0; CHOP UPR activ: 3.0; TIM10 inh: 8.5; APJ agonist: -4.0; tim23-1 inh: 10.3; NLRP3 yeast inh: 23.3; UPR XBP1 act: 1.0; Mdm2-MdmX inh: -7.6; GRIN3A LBD mod: -2.5

What do the screens show for `COc1ccc(C(=O)NCC(c2cccs2)N2CCc3ccccc32)cc1OC` (centres undefined)?
tim10-1 inh: 6.5; CHOP UPR activ: -1.4; TIM10 inh: -10.2; APJ agonist: -4.8; tim23-1 inh: 16.4; NLRP3 yeast inh: 5.1; UPR XBP1 act: -1.0; Mdm2-MdmX inh: 26.8; GRIN3A LBD mod: 2.6

Results for Cc1nn(-c2ccccc2)c(Cl)c1C(=O)NC1CCCCC1 ?
tim10-1 inh: 39.2; CHOP UPR activ: 0.8; TIM10 inh: 1.0; APJ agonist: -0.2; tim23-1 inh: 27.0; NLRP3 yeast inh: 30.3; UPR XBP1 act: -1.8; Mdm2-MdmX inh: 5.1; GRIN3A LBD mod: 0.3

How did CCOC(=O)c1c(C)c(C(=O)N2CCN(c3cccc(Cl)c3)CC2)c(C)n1C do in these assays?
tim10-1 inh: 37.1; CHOP UPR activ: 1.0; TIM10 inh: 31.4; APJ agonist: 0.7; tim23-1 inh: 37.5; NLRP3 yeast inh: 23.6; UPR XBP1 act: -1.2; Mdm2-MdmX inh: -2.1; GRIN3A LBD mod: 0.8

Results for COc1ccc(Cl)cc1N(CC(=O)NC1CC2CCC1C2)S(=O)(=O)c1ccccc1 (centres undefined) ?
tim10-1 inh: 22.7; CHOP UPR activ: 1.5; TIM10 inh: 20.3; APJ agonist: -6.6; tim23-1 inh: 23.2; NLRP3 yeast inh: 1.9; UPR XBP1 act: -5.5; Mdm2-MdmX inh: -9.3; GRIN3A LBD mod: -2.3

What do the screens show for `CCN1CCN(S(=O)(=O)c2cc3c(cc2Cl)NC(=O)CO3)CC1`?
tim10-1 inh: -26.8; CHOP UPR activ: 1.3; TIM10 inh: -4.7; APJ agonist: -2.2; tim23-1 inh: -7.5; NLRP3 yeast inh: 3.9; UPR XBP1 act: -3.3; Mdm2-MdmX inh: 26.5; GRIN3A LBD mod: 3.0

What do the screens show for `COc1cc(C)ccc1OCCCCOc1ccccc1C(C)=O`?
tim10-1 inh: 21.2; CHOP UPR activ: 1.1; TIM10 inh: 13.9; APJ agonist: -0.7; tim23-1 inh: 18.6; NLRP3 yeast inh: 25.6; UPR XBP1 act: -1.1; Mdm2-MdmX inh: -2.5; GRIN3A LBD mod: 3.0

What do the screens show for `Cc1ccc(OCCNCC(O)COc2ccccc2)cc1` (centres undefined)?
tim10-1 inh: -8.8; CHOP UPR activ: 1.4; TIM10 inh: -7.9; APJ agonist: -3.6; tim23-1 inh: -12.6; NLRP3 yeast inh: 31.6; UPR XBP1 act: -5.6; Mdm2-MdmX inh: 25.2; GRIN3A LBD mod: 1.2

What do the screens show for `Nc1ccc2nn(-c3cc([N+](=O)[O-])ccc3O)nc2c1`?
tim10-1 inh: 51.3*; CHOP UPR activ: 2.3; TIM10 inh: 28.3; APJ agonist: 2.5; tim23-1 inh: 58.3*; NLRP3 yeast inh: 1.7; UPR XBP1 act: -4.6; Mdm2-MdmX inh: 12.1; GRIN3A LBD mod: -2.2

Results for CCOc1ccc2c(c1)C(c1ccccc1)=NNC(c1ccccc1)=N2 ?
tim10-1 inh: -1.4; CHOP UPR activ: 1.7; TIM10 inh: -2.2; APJ agonist: 5.3; tim23-1 inh: 0.7; NLRP3 yeast inh: 3.8; UPR XBP1 act: -0.7; Mdm2-MdmX inh: 0.8; GRIN3A LBD mod: 0.7

What do the screens show for `Cc1cc(N/N=C/c2cccc(Br)c2)nc2ccccc12`?
tim10-1 inh: 11.6; CHOP UPR activ: 5.6; TIM10 inh: 24.9; APJ agonist: 0.6; tim23-1 inh: 45.8; NLRP3 yeast inh: 24.6; UPR XBP1 act: 3.3; Mdm2-MdmX inh: -200.9; GRIN3A LBD mod: -5.7

How did O=C(CN1C(=O)NC(c2ccccc2)(c2ccccc2)C1=O)N1CCN(c2ccc(F)cc2)CC1 do in these assays?
tim10-1 inh: 11.7; CHOP UPR activ: -0.6; TIM10 inh: 20.4; APJ agonist: -2.3; tim23-1 inh: 7.8; NLRP3 yeast inh: 14.5; UPR XBP1 act: -2.9; Mdm2-MdmX inh: 3.3; GRIN3A LBD mod: 0.6

What do the screens show for `COc1ccc([N+](=O)[O-])cc1NC(=S)Nc1ccccc1`?
tim10-1 inh: 10.0; CHOP UPR activ: -3.2; TIM10 inh: 13.1; APJ agonist: -3.1; tim23-1 inh: 13.0; NLRP3 yeast inh: 18.2; UPR XBP1 act: -3.3; Mdm2-MdmX inh: 15.5; GRIN3A LBD mod: 0.2

How did CCN(c1ccccc1)S(=O)(=O)c1cc(NC(=O)CSc2n[nH]c(=O)[nH]c2=O)ccc1Cl do in these assays?
tim10-1 inh: -2.1; CHOP UPR activ: -0.9; TIM10 inh: -8.4; APJ agonist: -2.6; tim23-1 inh: 16.9; NLRP3 yeast inh: 0.4; UPR XBP1 act: -2.7; Mdm2-MdmX inh: 22.3; GRIN3A LBD mod: -2.2

What do the screens show for `CC(C)C1Oc2ccccc2N(CC(=O)NCCCN2C(C)CCCC2C)C1=O` (centres undefined)?
tim10-1 inh: 4.3; CHOP UPR activ: -1.3; TIM10 inh: 0.1; APJ agonist: -1.7; tim23-1 inh: 11.3; NLRP3 yeast inh: -2.1; UPR XBP1 act: -2.8; Mdm2-MdmX inh: 10.2; GRIN3A LBD mod: -1.3

What do the screens show for `FC(F)(F)c1cc(CCN2C(=S)NC[C@@H]2c2ccccc2)cc(C(F)(F)F)c1`?
tim10-1 inh: 26.2; CHOP UPR activ: -1.1; TIM10 inh: 15.5; APJ agonist: -6.9; tim23-1 inh: 21.2; NLRP3 yeast inh: 16.2; UPR XBP1 act: -1.4; Mdm2-MdmX inh: 4.0; GRIN3A LBD mod: 3.2

Results for O=C(/C=C/c1ccc2c(c1)OCO2)N1CCN(c2ccccc2F)CC1 ?
tim10-1 inh: 28.1; CHOP UPR activ: -1.1; TIM10 inh: -5.1; APJ agonist: 1.9; tim23-1 inh: 23.1; NLRP3 yeast inh: 27.1; UPR XBP1 act: 0.0; Mdm2-MdmX inh: 4.0; GRIN3A LBD mod: -0.9
